Compound activity deposited in PubChem BioAssay by several laboratories.
DNA FID counter = displaces DNA intercalator in HCV helicase counter-screen; inhibition, % at 7.9 µM; 0.17% of 290,000 active; AID 1845; DNA fluorescent intercalator displacement, fluorescence; in the data active = inhibition above about 37%;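 note: 0% = vehicle and 100% = reference compound; higher means more ethidium bromide displaced from hairpin DNA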
IMP-1 inhibitor = blocks Pseudomonas aeruginosa IMP-1 metallo-beta-lactamase; purified IMP-1, nitrocefin hydrolysis, epi-absorbance fluorescence; 0.45% of 290,000 active; inhibition, % at 5.6 µM;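 active = inhibition above the mean plus 3 SD of all compounds in the same screening run, cut at about 4.5% in these data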;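 note: 0% = IMP-1 with DMSO and 100% = DMSO wells lacking enzyme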
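System: Purified IMP-1 | Read-out basis: Percent enzyme inhibition | Controls: IMP-1 with DMSO as 0%, enzyme-free DMSO as 100% | Replicates: One well per compound | Doses: 5.6 µM nominal single concentration | Detection: Epi-absorbance fluorescence, 480 nm excitation, 530 nm emission | Incubation: 25 °C, 15 min preincubation, 25 min reaction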
HCV NS3 hel inh = inhibitors of Hepatitis C virus NS3 helicase. NS3 helicase DNA unwinding, Cy5 molecular beacon fluorescence. inhibition, % at 10.9 µM. 0.56% of 290,000 active. AID 1800;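 active = inhibition above the mean of all tested compounds plus 3 SD, set per campaign, cut at about 35% in these data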;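 note: 0% = DMSO wells and 100% = thioflavine S control wells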
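test system = hepatitis C virus NS3 helicase domain fragment enzyme | reagent = annealed dual-labelled DNA beacon duplex, ATP-started | times = 1 h at 25 °C | detection = Cy5 fluorescence, 0 and 60 min reads | read-out basis = percent inhibition from t60/t0 fluorescence ratio | control set = DMSO and thioflavine S | replication = one well per compound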
pCIP destab = compounds decreasing mouse p/CIP protein stability; Q05BA5; F442A p/CIP-EGFP cells, EGFP fluorescence, 16 h; decrease of EGFP signal, % at 10 µM; 0.01% of 290,000 active; AID 1984;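 active = EGFP signal decrease of at least 30% at 10 µM or well 3 SD below plate mean, unless failing retest; inactive = the rest, including hits failing retest or dose response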; note: some compounds called inactive have numbers as strong as hits; many of its hits are not listed in these tables
Target sequence (Q05BA5 1-1403): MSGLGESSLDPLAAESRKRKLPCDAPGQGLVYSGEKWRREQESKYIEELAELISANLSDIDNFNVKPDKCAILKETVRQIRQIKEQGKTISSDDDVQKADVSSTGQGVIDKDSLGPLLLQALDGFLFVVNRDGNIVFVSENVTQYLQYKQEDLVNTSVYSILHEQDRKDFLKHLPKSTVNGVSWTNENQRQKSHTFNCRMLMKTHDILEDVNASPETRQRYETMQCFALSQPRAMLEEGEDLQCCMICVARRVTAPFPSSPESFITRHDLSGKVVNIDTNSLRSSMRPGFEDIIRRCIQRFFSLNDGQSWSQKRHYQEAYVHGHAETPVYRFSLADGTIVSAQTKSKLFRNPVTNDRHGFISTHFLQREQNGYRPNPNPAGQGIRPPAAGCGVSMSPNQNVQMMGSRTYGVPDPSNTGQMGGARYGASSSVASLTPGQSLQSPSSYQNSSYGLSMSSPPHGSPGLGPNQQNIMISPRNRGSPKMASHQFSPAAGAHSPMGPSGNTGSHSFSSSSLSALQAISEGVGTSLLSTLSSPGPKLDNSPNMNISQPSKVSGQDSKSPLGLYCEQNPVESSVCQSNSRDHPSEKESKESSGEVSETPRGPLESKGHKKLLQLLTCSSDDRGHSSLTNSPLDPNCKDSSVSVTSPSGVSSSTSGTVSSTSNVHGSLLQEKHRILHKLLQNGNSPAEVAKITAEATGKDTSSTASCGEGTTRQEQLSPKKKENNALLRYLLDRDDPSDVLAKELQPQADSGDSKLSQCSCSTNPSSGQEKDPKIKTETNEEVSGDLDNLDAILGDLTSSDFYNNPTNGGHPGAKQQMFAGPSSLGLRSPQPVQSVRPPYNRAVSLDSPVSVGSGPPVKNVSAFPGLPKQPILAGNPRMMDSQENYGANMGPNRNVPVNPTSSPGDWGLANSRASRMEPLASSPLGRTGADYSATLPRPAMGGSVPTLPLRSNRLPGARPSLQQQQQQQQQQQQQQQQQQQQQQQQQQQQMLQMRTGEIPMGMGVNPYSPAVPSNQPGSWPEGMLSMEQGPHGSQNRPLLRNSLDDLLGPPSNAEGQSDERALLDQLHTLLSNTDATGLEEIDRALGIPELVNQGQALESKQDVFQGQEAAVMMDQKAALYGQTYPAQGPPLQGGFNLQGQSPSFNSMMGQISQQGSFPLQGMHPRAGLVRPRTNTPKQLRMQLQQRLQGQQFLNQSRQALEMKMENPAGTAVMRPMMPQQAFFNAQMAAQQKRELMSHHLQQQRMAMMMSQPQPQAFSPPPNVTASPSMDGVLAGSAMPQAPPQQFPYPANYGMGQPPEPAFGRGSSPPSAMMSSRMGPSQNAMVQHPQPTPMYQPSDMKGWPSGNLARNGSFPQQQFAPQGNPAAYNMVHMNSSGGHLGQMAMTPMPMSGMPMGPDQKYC
IDE act = IDE (human) activation, cell-based; HEK cells, FAbeta-B cleavage, fluorescence polarization; 0% vehicle, 100% cell-free pure enzyme wells; P14735; 0.073% of 340,000 active; activation, % at 5.96 µM;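 active = activation above the mean of all tested compounds plus 3 SD, set per screening campaign, cut at about 17% in these data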
M18AAP inhibitor = PfM18AAP enzyme inhibition; recombinant PfM18AAP, H-Glu-NHMec fluorogenic cleavage; inhibition, % at 7.35 µM; 1.2% of 290,000 active;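 active = inhibition above the campaign mean inhibition over all tested compounds plus 3 SD, cut at about 28% in these data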;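 note: 0% = plate median of test compound wells and 100% = 2 mM ZnCl2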
UBC9 SUMO inh = blocks human SUMOylation mediated by UBC9. HTRF SUMOylation assay, SAE1/SAE2 + UBC9, in vitro. inhibition, % at 35 µM. 0.36% of 290,000 active. AID 2006; in the data active = inhibition above about 50%, passing the limit was not always enough; note: strong numbers were not always called active
VIM-2 inh = blocks Pseudomonas aeruginosa VIM-2 metallo-beta-lactamase; AID 1527; 0.89% of 290,000 active; purified VIM-2, nitrocefin hydrolysis, epi-absorbance fluorescence; inhibition, % at 5.6 µM;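 active = inhibition above the mean of all tested compounds plus 3 SD, cutoff set per screening run, cut at about 7.5% in these data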;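 note: red hydrolysis product quenches plate fluorescence so inhibitors raise well fluorescence; 0% = enzyme with DMSO and 100% = DMSO without enzyme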
IDE cell inh = inhibitors of human insulin-degrading enzyme in cells; P14735; HEK cells, FAbetaB cleavage, fluorescence polarization; inhibition, % at 5.59 µM; 0.41% of 320,000 active; AID 434962;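 active = percent inhibition above the average of all tested compounds plus 3 SD, set per screening campaign, cut at about 16% in these data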;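 note: IDE supplied by intact live HEK cells; FP after avidin binding of uncleaved biotin substrate so inhibition keeps polarization high; 0% = DMSO wells and 100% = 60 µM reference IDE inhibitor Ii1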
Starred values were filed as active, the others as inactive; . = not tested or not shown.

compound	DNA FID counter	IMP-1 inhibitor	HCV NS3 hel inh	pCIP destab	IDE act	M18AAP inhibitor	UBC9 SUMO inh	VIM-2 inh	IDE cell inh
C=CCSc1nc2c(C(=O)OCC)nnn2c2ccccc12	-23	-2.7	12	-8	2	3	8	28*	.
Cc1cccc(Nc2nc(-c3ccc4c(c3)OCCO4)cs2)c1	-1	-3.3	13	7	2	1	9	-2.7	4
CC[n+]1ccc(/C=C/c2ccc(N(C)C)cc2)c2ccccc21	57*	-10	1	-20	3	10	-247	-7.0	.
COc1ccccc1N(CC(=O)Nc1ccccc1C(=O)N1CCCC1)S(C)(=O)=O	-10	-1.1	-6	-4	4	1	-3	-1.1	.
COc1ccc(CC(=O)Nc2ccc(N3CCOCC3)cc2)cc1OC	-2	-1.4	-19	-2	-2	-14	16	-1.4	12
CCn1cc(CN2CCCC(CNS(=O)(=O)Cc3ccccc3)C2)cn1 (stereo unspecified)	4	1.1	-8	-9	1	12	16	1.2	-1
CC(C(=O)Nc1nc2ccccc2[nH]1)N1C(=O)C2CC=CCC2C1=O (stereo unspecified)	-4	-2.7	-4	4	2	1	18	-2.1	6
CCOC(=O)c1[nH]c(C)c(C(=O)N2CCN(c3cccc(Cl)c3)CC2)c1C	-34	-2.5	-4	-11	-13	3	-8	-1.7	-1
Cc1cc(CNC(=O)c2ccc3c(c2)OCO3)c2ccccc2n1	-4	0.3	-3	-4	2	33*	-15	2.3	0
COc1cccc(OCCn2cc(C(=O)c3ccco3)c3ccccc32)c1	-15	-2.9	-9	2	-4	1	-10	0.2	-3
CC(Sc1nc(N(C)C)nc(N2CCOCC2)n1)C(=O)Nc1ccccc1 (stereo unspecified)	-15	-5.2	5	-4	-5	1	-6	-1.6	4
CCC(C)(C)NC(=O)CN(CC1CCCO1)C(=O)CNS(=O)(=O)c1ccccc1 (stereo unspecified)	-19	-2.1	0	-5	0	6	-5	-2.9	3
O=C1C2=C(CCCC2)C(=O)N1c1cccc(OCCBr)c1	0	2.0	3	-1	1	-3	-22	-3.2	5
CCOC(=O)c1ccccc1NC(=O)c1cccc(F)c1	-1	-2.8	-3	6	0	11	-8	1.6	5
O=S(=O)(c1ccc(F)cc1)c1nc(-c2ccco2)oc1Nc1ccc(F)cc1	-17	-1.9	-1	5	-4	-8	-7	0.4	2
COc1ccc(C/C(N)=N/OC(=O)CCc2ccccc2)cc1	-28	-1.0	-10	6	4	0	-12	-2.4	3
COc1ccc(C)cc1N(C(=O)CNC(=O)c1ccco1)C(C(=O)NC1CCCC1)c1cccnc1 (stereo unspecified)	-30	-3.0	-7	-10	-1	1	-15	-0.3	1
COc1cc(CNn2cnnc2)ccc1OCC(=O)NC(C)(C)C	-3	0.2	0	-8	3	-3	13	-1.2	-5
COCCN(C(=S)Nc1ccc(C(C)C)cc1)C(C)c1cccs1 (stereo unspecified)	-7	-0.2	-4	-8	-2	-12	-18	-3.1	1
COc1ccc(NC(=O)Nc2ccc(C(=O)N3CCOCC3)cc2)cc1	-7	-2.5	5	8	0	3	12	-2.6	13
Cc1cc(C(=O)Nc2cccc(O)c2)c(C)o1	-8	-4.0	28	30	-4	3	-2	-3.2	2
O=C(O)C1CCCN(C(=O)NCc2ccccc2)C1 (stereo unspecified)	4	-1.7	-2	-3	-7	2	16	-2.3	2
COc1cc(NC(=S)NCCC(c2ccccc2)c2ccccc2)c(OC)cc1Cl	-5	-3.0	-36	-14	4	0	-4	-1.4	1
O=C1CCCc2ccccc2N1Cc1ccc(Cl)cc1Cl	-14	-2.9	-5	-12	-1	1	-2	-1.5	-3
CCCCCCCC[n+]1cccc(C(=O)N(CC)CC)c1	2	-4.2	7	-6	0	0	14	-0.2	3
Cc1nc(NS(=O)(=O)c2ccc(Cl)s2)c2c3c(sc2n1)CCCC3	-32	-1.4	-15	1	8	-11	2	1.0	-1
COc1ccc(C(CNC(=O)c2cc3ccccc3o2)N2CCCCC2)cc1 (stereo unspecified)	3	0.1	0	12	0	-7	0	-0.8	-1
CCn1c(SCc2nc(N)nc(N3CCCCC3)n2)nc2c1c(=O)n(C)c(=O)n2C	2	-1.4	-2	1	4	-8	-5	-1.3	9
Cc1cnc(NC(=O)CCNC(=O)c2ccc([N+](=O)[O-])cc2)s1	-1	-1.6	0	3	0	0	-1	-2.3	2
CCOc1ccc(N2CC(C(=O)Nc3ccc4c(c3)OCCO4)CC2=O)cc1 (stereo unspecified)	-21	-1.2	5	-13	3	-6	-2	0.3	-2

Carrying on.
compound	DNA FID counter	IMP-1 inhibitor	HCV NS3 hel inh	pCIP destab	IDE act	M18AAP inhibitor	UBC9 SUMO inh	VIM-2 inh	IDE cell inh
COc1cc(NC(=O)COc2ccccc2)c(OC)cc1NC(C)=O	-14	-1.9	1	-13	3	2	-8	-2.3	3
CNC[C@@H](C)NC[C@@H](Cc1ccccc1)NCCc1ccccc1	17	-0.4	-17	-14	0	-11	7	12*	-1
COC(=O)C1=C(C)N(Cc2ccco2)C(=O)N[C@@H]1c1ccccc1	-7	-2.8	2	-10	5	-4	13	-0.6	5
CN(C)c1ccc(/C=N/Nc2cccc(C(=O)O)c2)cc1	1	-1.1	14	-3	1	-5	5	2.2	0
COC(=O)c1ccc(OCC2c3cc(OC)c(OC)cc3CCN2C(=O)c2ccco2)cc1 (stereo unspecified)	-33	-2.7	-9	-4	7	5	-1	-0.7	-2
Cc1ccc(CNC(=O)COc2ccccc2-c2ccccc2)cc1	-18	0.7	-9	8	-3	-9	-23	-0.8	6
CN1CCCN(C(=O)CC2(CC(=O)O)CCCC2)CC1	10	-3.5	0	-10	0	1	-2	-1.1	-3
COc1ccc(C(=O)CNc2ccccc2C#N)cc1	-4	-3.1	7	4	-3	-1	-4	-2.2	-1
Cc1ccc(C(=O)N2CCCC(CCC(=O)N3CCN(c4ccccn4)CC3)C2)s1 (stereo unspecified)	-35	-1.1	13	7	2	-1	1	-2.2	-2
CN(C)c1ccc(C(=S)N2CCN(C(=S)Nc3cccc4ccccc34)CC2)cc1	2	-1.0	10	-6	3	-6	23	-1.3	0
CCCOC(=O)CSc1nnc(-c2cc(OC)c(OC)c(OC)c2)o1	-29	-1.8	9	-3	7	-2	17	-0.8	4
O=C(O)c1cc(OCc2ccccc2)cc(OCc2ccccc2)c1	-15	-1.9	19	-6	-1	3	10	-3.1	2
O=C(NC1CCCCC1)C1Cc2ccccc2CN1S(=O)(=O)c1ccc(F)cc1 (stereo unspecified)	-29	-5.7	-6	2	0	6	-23	-4.3	-4
CCOC(=O)/C=C1\SCC(=O)N1CC(=O)NC12CC3CC(CC(C3)C1)C2	-20	1.1	-4	0	2	2	16	-3.8	-7
COC(=O)c1ccccc1NC(=O)c1cnn2cccnc12	-5	-1.0	-8	-3	2	0	-2	-1.6	-2
O=C(CNC(=O)OCc1ccccc1)NC1CCCCCCC1	-18	-0.7	19	-19	1	-5	12	1.2	1
CCOC(=O)c1cc(-c2ccco2)nn1-c1ccc(C)cc1	-16	-1.1	9	3	-4	-1	10	-2.5	-2
Cc1ccc(NC(=O)CN(C)C(=O)CSc2ncc(C(F)(F)F)cc2Cl)cc1	-10	-1.6	13	-1	1	-2	-16	-3.8	2
Cc1ccc(NC(=O)Cc2ncc(C(F)(F)F)cc2Cl)cc1Cl	0	-0.2	-13	10	0	-13	-10	-0.9	-1
Cc1ccc2c(CN3CCN(CCO)CC3)cc(=O)oc2c1C	12	-1.9	7	-7	-4	0	22	9.9*	-1
COc1cccc(CC2(CO)CCN(S(=O)(=O)c3ccc(OC)cc3OC)CC2)c1	-34	1.3	-7	-2	1	4	3	-0.9	3
COc1ccc(C(=O)O)cc1NC(=S)NC(=O)Cc1ccc(Cl)cc1	-28	-1.5	26	3	2	1	13	-2.3	-2
CCN(CC)CCCNC(=O)CSc1nc(-c2ccc(F)cc2)cc(C(F)(F)F)n1	7	1.0	-8	-1	5	0	20	2.6	3
Cc1onc(-c2ccccc2)c1-c1nc2ccccc2c(=O)o1	-11	-3.0	7	-1	-3	5	-9	-3.1	-1
CCN(CC)CCn1c(NCc2cc(OC)ccc2OC)nc2ccccc21	12	-4.0	-23	16	-5	3	0	-0.9	-1
O=C(NCc1cnc2ccccn12)C1CCC(=O)N(Cc2cccc(F)c2)C1 (stereo unspecified)	1	-2.4	9	-16	7	0	9	1.2	6
COCc1ccc(C(=O)Nc2ccccc2C(=O)NCc2cccnc2)cc1	-24	-3.2	2	3	4	1	4	-0.4	-3
O=C(c1cccc(OC2CCN(Cc3ccc(F)cc3)CC2)c1)N1CCCC1	-1	-2.9	-8	8	-5	3	10	-2.6	.
CC(Nc1ccc(Cl)c(Cl)c1)C(=O)NN (stereo unspecified)	-4	-0.4	-1	0	1	-9	38	-0.9	3
COc1ccc(C(=O)COC(=O)Cn2cnc3c2c(=O)n(C)c(=O)n3C)c(OC)c1	-23	-2.0	9	5	9	-7	1	0.4	-3

Three of the entries above in order of their number in pCIP destab, highest first.
canonical_smiles,IMP-1 inhibitor,HCV NS3 hel inh,pCIP destab,IDE act,M18AAP inhibitor,UBC9 SUMO inh,VIM-2 inh,IDE cell inh
CC(Nc1ccc(Cl)c(Cl)c1)C(=O)NN (stereo unspecified),-0.4,-1,0,1,-9,38,-0.9,3
CN(C)c1ccc(/C=N/Nc2cccc(C(=O)O)c2)cc1,-1.1,14,-3,1,-5,5,2.2,0
Cc1ccc2c(CN3CCN(CCO)CC3)cc(=O)oc2c1C,-1.9,7,-7,-4,0,22,9.9*,-1

The listing continues:
compound	DNA FID counter	IMP-1 inhibitor	HCV NS3 hel inh	pCIP destab	IDE act	M18AAP inhibitor	UBC9 SUMO inh	VIM-2 inh	IDE cell inh
CSc1cc(-c2ccccc2)n(C)c(=O)c1C#N	5	-1.5	-1	11	3	2	2	1.1	3
COc1ccc(/C=N\N=C2/SC(CC(=O)O)C(=O)N2c2ccc(O)cc2)cc1 (stereo unspecified)	-32	-0.1	1	0	-2	-14	25	0.8	0
COc1ccc(CC(=O)NNC(=S)Nc2ccc(Br)cc2)cc1	-12	-4.1	-13	-5	-4	4	-78	-2.9	6
O=C(CN(c1ccccc1)S(=O)(=O)c1ccccc1)N/N=C/c1ccc(OC2CSC2)cc1	-2	-2.8	0	-12	.	-8	-1	-1.1	-3
Cc1ccc(S(=O)(=O)N(C)c2ccc(C(=O)N3CCOCC3)cc2)cc1	-15	-0.2	-7	-12	-6	-10	12	-0.1	-2
CSc1nnc(-c2ccc(NC(N)=S)cc2)o1	-3	4.6*	13	-12	-10	7	0	1.2	1
COc1cc(C(=O)NCc2nnc(SCC(=O)NCc3ccccc3)o2)cc(OC)c1OC	-7	-1.1	1	-11	3	1	16	-3.6	1
O=C(O)C1C2C=CC(C2)C1C(=O)NCc1ccc(Cl)cc1Cl (stereo unspecified)	-10	7.6*	0	-14	0	-3	10	-1.1	-6
O=C(Cc1ccc(Cl)cc1)Nc1ccc(S(=O)(=O)Nc2cnc3ccccc3n2)cc1	-22	-3.1	-34	3	-3	-1	17	0.3	2
Cc1ccc(NC(=O)C2COc3ccccc3O2)nc1 (stereo unspecified)	-4	-4.2	0	3	2	3	10	-0.4	-3
